High-throughput results as filed in PubChem BioAssay.
Xi reactivation: activators of inactive X chromosome reactivation, primary screen, imaging, XiGFP fibroblasts, GFP high-content imaging, set 2. XiGFP mouse fibroblasts, % GFP-positive cells imaging, 3 d; cells co-treated with 5-aza-dC sensitizer; scaled so ellipticine positive control = 100%. activation, % at 7.58 µM. hit rate 0.055% among 360,000. AID 743238, 2013;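 active = mean normalized replicate activation at least 10% and every replicate at or above 10%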;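 note: 0% = median of on-plate neutral control wells and 100% = ellipticine 6 µM median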
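Schedule: 3 d treatment, 15 min room-temperature fixation; system: 68-5-11 XiGFP fibroblast line; buffer or medium: DMEM plus 5-aza-dC sensitizer; control set: ellipticine 6 µM positive control; compound: one concentration, pinned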
RAD54 inh: inhibitors of human RAD54 branch migration, primary screen, biochemical, fluorescence, single point. AID 602329, 2012. RAD54 Holliday junction branch migration, FAM/BHQ fluorescence. hit rate 0.14% among 360,000. inhibition, % at 10.4 µM. DNA repair and recombination protein RAD54-like (Homo sapiens), Q92698;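 active = mean normalized replicate activity at least 40 and at least half of replicates scoring 40 or more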;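 note: 0% = median of neutral control wells and 100% = median of positive control wells; inhibitors cause a drop in the FAM fluorescence signal; in these data hits start at about 50%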
Target sequence (Q92698 whole entry, looked up): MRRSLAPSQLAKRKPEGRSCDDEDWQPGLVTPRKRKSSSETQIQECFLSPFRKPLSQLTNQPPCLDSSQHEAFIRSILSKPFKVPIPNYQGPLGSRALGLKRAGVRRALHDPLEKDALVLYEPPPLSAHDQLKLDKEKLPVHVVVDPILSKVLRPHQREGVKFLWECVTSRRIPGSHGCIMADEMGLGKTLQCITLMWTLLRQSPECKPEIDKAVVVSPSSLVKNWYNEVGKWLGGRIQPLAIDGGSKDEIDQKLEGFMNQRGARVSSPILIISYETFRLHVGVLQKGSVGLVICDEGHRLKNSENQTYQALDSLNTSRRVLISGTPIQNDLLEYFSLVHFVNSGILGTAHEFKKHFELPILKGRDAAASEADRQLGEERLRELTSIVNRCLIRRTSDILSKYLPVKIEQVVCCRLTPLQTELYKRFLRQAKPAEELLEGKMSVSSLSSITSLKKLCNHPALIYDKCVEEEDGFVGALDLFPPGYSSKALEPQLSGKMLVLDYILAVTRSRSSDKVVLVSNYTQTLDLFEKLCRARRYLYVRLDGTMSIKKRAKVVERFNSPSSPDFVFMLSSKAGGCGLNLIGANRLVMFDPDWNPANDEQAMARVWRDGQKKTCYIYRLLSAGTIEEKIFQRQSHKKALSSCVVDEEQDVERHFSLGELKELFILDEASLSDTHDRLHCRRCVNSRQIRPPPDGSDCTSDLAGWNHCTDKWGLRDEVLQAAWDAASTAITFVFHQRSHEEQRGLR
EWS-Fli block: EWS/Fli-driven NR0B1 reporter inhibitors, primary screen, A673 cells, NR0B1 luciferase, luminescence, MLPCN library; viability-normalised; inhibition, % at 12.6 µM; hit rate 0.67% among 350,000; AID 651661, 2012;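 active = mean inhibition of at least 50% after viability correction, with every replicate also passing that limit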;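 note: firefly luciferase signal divided by Alamar Blue viability fluorescence both relative to DMSO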
E-selectin induc: E-selectin induction in HUVECs, primary screen, imaging, HUVEC, immunofluorescence imaging, single point | AID 686992, 2013 | activation, % at 7.58 µM | P16581 | normalized: neutral wells 0, TNF-alpha wells 100 | hit rate 0.37% among 260,000;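 active = mean E-selectin-positive cell signal at least 10% of the positive control, reached in at least 60% of replicates, without over 20% cell loss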;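 note: in these data hits start at about 27%; measured in HUVEC primary endothelial cells; signal is the percent of cells scored E-selectin positive by PE staining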
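Test system: HUVEC | Signal: Immunofluorescence imaging | Read-out: Percent E-selectin-positive cells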
esBAF inh: Bmi1 luciferase reporter increase in mESCs, primary screen, esBAF inhibitor project, mouse ES cells, Bmi1 luciferase knock-in, single point | 24 h; 100% = twice the neutral-well signal | reporter increase, % at 12.5 µM | hit rate 2% among 350,000; in the data active = activation above about 40%;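 note: 0% = median of the plate's neutral control wells and 100% = double that signal; a rise in the Bmi1 reporter signal indicates esBAF inhibition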
S100A4 MyoIIA: inhibitors of S100A4-myosin IIA peptide binding, primary screen, biochemical, fluorescence polarization, TAMRA-MyoIIA peptide. Protein S100-A4 (Homo sapiens), P26447. inhibition, % at 10.7 µM. hit rate 0.14% among 360,000. AID 652163, 2013;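 active = mean inhibition of at least 70% across replicates, with every replicate also reaching that level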
Target sequence (P26447 whole entry, looked up): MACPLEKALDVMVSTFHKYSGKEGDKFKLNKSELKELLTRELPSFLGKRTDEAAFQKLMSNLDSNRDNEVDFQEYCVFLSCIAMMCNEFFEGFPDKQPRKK
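Assay system: human S100A4 monomer with TAMRA-labelled myosin IIA peptide / Buffer or medium: Calcium-containing HEPES buffer, pH 7.2 / Reagent: TAMRA-labelled myosin IIA heavy-chain peptide probe, 5 nM / Compound: one dose per compound / Timing: polarization read 5 min after assay mix addition, stable 5–60 min / Benchmarks: neutral control DMSO, positive control TFP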
FN deposition inh: inhibitors of fibronectin matrix deposition, primary screen, AH1F cells, Alexa488-fibronectin fluorescence, plate reader | AH1F fibroblasts, overnight | inhibition, % at 12.6 µM | hit rate 0.086% among 350,000 | AID 743247, 2014;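 active = mean inhibition across replicates of 30% or more, regardless of how many single replicates reach that level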;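 note: positive control wells lacked labelled fibronectin entirely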
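Material – AH1F fibroblast monolayer, labelled fibronectin deposition · Reagent – labelled fibronectin 24 nM · Timing – 1 h adhesion, overnight exposure · Measured by – fluorescence at 485 nm excitation, 525 nm emission · Read-out – inhibition of fibronectin deposition signal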
RAD52 anneal inh: RAD52 DNA annealing inhibitors, primary screen, biochemical, FRET, single point, set 2 | hit rate 0.46% among 360,000 | DNA repair protein RAD52 homolog (Homo sapiens), P43351 | AID 651710, 2012 | recombinant RAD52 DNA annealing, FRET fluorescence | inhibition, % at 18.7 µM;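 active = every replicate showing at least 50% inhibition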
Starred values were filed as active, the others as inactive; . = not tested or not shown.

mol	Xi reactivation	RAD54 inh	EWS-Fli block	E-selectin induc	esBAF inh	S100A4 MyoIIA	FN deposition inh	RAD52 anneal inh
CO[C@@H]1CN(C)C(=O)c2cc(NC(=O)Cc3ccccc3)ccc2OC[C@H](C)N(C(C)=O)C[C@H]1C	0.4	-4	2	-0.2	0	-17	-2	-8
Cc1ccc(-c2nnc(SCC(=O)N/N=C/c3ccccc3C(=O)O)n2-c2ccccc2)cc1	0.0	.	4	0.8	.	-1	6	-19
CCCOc1cccc(C2/C(=C(/O)c3ccc4c(c3)CC(C)O4)C(=O)C(=O)N2CCN2CCOCC2)c1 (configuration not stated)	0.0	-3	.	.	-7	-1	-11	-18
Cc1cccc(N(C(=O)CNC(=O)c2cccs2)C(C(=O)NC2CCCC2)c2ccncc2)c1 (configuration not stated)	0.2	1	0	-9.8	3	0	-1	-3
COc1ccc(-c2cnc3c(c2)C(=O)N([C@H](C)CO)C[C@@H](C)[C@H](CN(C)S(C)(=O)=O)O3)cc1	0.1	6	-1	-0.3	5	0	-3	3
COc1ccc(CNC(=O)Nc2ccc3c(c2)c(=O)n(C)n3Cc2cccc(C(F)(F)F)c2)cc1	-0.1	5	-4	-0.1	1	0	14	-5
OC(c1ccccc1)c1nc(/C=C/c2ccccc2)cs1 (configuration not stated)	-0.1	-1	-126	0.1	59*	-1	0	-6
Cc1ccc(N(Cc2cc3cc(C)ccc3[nH]c2=O)S(=O)(=O)c2ccccc2)cc1	0.6	.	8	1.6	.	1	1	0
CCN(CC)c1ccc(/C=N/NC(=O)Cc2cccs2)cc1	0.0	0	-3	.	.	8	5	-13
CCn1nnnc1NC(=O)c1ccc2ccccc2c1	0.0	.	4	.	.	9	.	3
CC=Cc1ccc2n(c1=O)C[C@@H]1[C@@H](CO)[C@H](C(=O)NCCc3ccccc3)N(C(C)=O)[C@H]21 (mixture of isomers)	0.6	11	1	0.1	1	8	.	-15
COc1cc2c(cc1OC)C(C)N(C(=O)c1ccc(Cl)c(S(=O)(=O)N3CCCCC3)c1)CC2 (configuration not stated)	0.4	-1	14	.	10	-3	0	1
COc1ccc(C)cc1S(=O)(=O)Nc1cc2c3c(c1)CCN3C(=O)CC2	-0.1	-5	2	0.1	-11	-4	7	-5
Cc1ccc(CN2CC(=O)N3[C@H]4c5ccccc5OC[C@@H]4[C@H](c4ccccc4)[C@]3(C)C2=O)cc1	-0.7	-10	9	0.1	-7	0	0	-6
Cn1ncc(Cl)c1C(=O)N/N=C/c1ccccn1	-0.1	1	-4	.	.	-10	0	-13
CCOc1ccc2nc(N(CCCN(C)C)C(=O)c3ccc(C(=O)c4ccccc4)cc3)sc2c1	0.1	24	47	.	.	0	4	40
Cc1ccc(CN2CCC(c3cc(-c4cccs4)n[nH]3)CC2)cc1	0.1	-13	1	-4.6	1	-32	0	-8
Cc1ccc(C(=O)N2CCCC(N3CCN(c4cccc(C(F)(F)F)c4)CC3)C2)s1 (configuration not stated)	0.2	8	14	.	0	23	-3	-7
COc1cccc(C2(c3cccc(OC)c3)CC2C(=O)Nc2cccc3ccccc23)c1 (configuration not stated)	0.2	2	.	.	1	.	-9	.
COc1ccccc1NC(=O)N1C[C@H]2[C@@H](c3ccccc31)[C@@H](CO)N2C(=O)c1ccccc1	0.0	4	7	0.2	-2	-46	.	1
Cc1ccc(NC(=O)C2COc3ccccc3O2)cc1 (configuration not stated)	-0.1	-6	-105	0.0	39	-9	4	-8
COCC(C)NC(C(=O)Nc1ccc(Cl)c([N+](=O)[O-])c1)c1ccccc1 (configuration not stated)	0.0	3	.	0.0	-5	.	0	.
NC1=NC(=O)/C(=C/c2ccc(-c3ccc(S(N)(=O)=O)cc3)o2)S1	1.2	8	-11	0.0	8	1	-13	-16
CS(=O)(=O)N1CCN(C(=O)c2ccc3c(c2)OCCO3)CC1	0.0	6	-41	.	-2	-4	-3	-4
CN(C)CCCNC(=O)c1ccccc1Oc1ccccc1	0.2	6	-10	.	.	7	0	-4
CC(C)CC#Cc1ccc([C@H]2[C@H](CO)N3CCCCN(S(=O)(=O)c4ccc(F)cc4)C[C@@H]23)cc1	0.0	-4	23	0.1	-2	-3	.	-4
CCOc1cc(/C=C(\C#N)C(=O)NCc2cccnc2)ccc1O	0.2	.	2	.	.	-3	13	-8
COc1ccccc1C(=O)NS(=O)(=O)c1ccc(C)cc1	0.0	-10	-5	0.0	-2	-11	-2	-12
CC1CCCC(NC(=O)COC(=O)c2ccc(Cl)nc2)C1C (configuration not stated)	0.0	5	-3	.	-2	2	-18	-15
c1ccc(CNc2c(C3CCNCC3)nc3scc(-c4ccccc4)n23)cc1	0.0	18	-6	-1.7	3	1	-4	-21

A run of entries of the results above, for reference:
mol	Xi reactivation	RAD54 inh	EWS-Fli block	E-selectin induc	esBAF inh	S100A4 MyoIIA	FN deposition inh	RAD52 anneal inh
CC1CCCC(NC(=O)COC(=O)c2ccc(Cl)nc2)C1C (configuration not stated)	0.0	5	-3	.	-2	2	-18	-15
c1ccc(CNc2c(C3CCNCC3)nc3scc(-c4ccccc4)n23)cc1	0.0	18	-6	-1.7	3	1	-4	-21

Next part:
Key to letters – A = Xi reactivation; B = RAD54 inh; C = EWS-Fli block; D = E-selectin induc; E = esBAF inh; F = S100A4 MyoIIA; G = FN deposition inh; H = RAD52 anneal inh
> O=S(=O)(Cc1cc(-c2ccccc2Cl)no1)c1ccccc1
  A = -0.1	B = 4	C = -94	D = 1.3	E = 53*	F = 3	G = -5	H = -11

> c1ccc2c(c1)c1c(c3ccccc32)CN2CCCC2C1 (configuration not stated)
  A = 0.0	B = .	C = 22	D = 0.6	E = .	F = -3	G = -12	H = 103*

> COc1ccc(S(=O)(=O)N(C)C[C@H]2Oc3ccc(NS(=O)(=O)c4ccc(Cl)cc4)cc3CC(=O)N([C@H](C)CO)C[C@H]2C)cc1
  A = -0.8	B = -1	C = 1	D = -0.2	E = 0	F = .	G = 3	H = .

> Cc1scc(C(=O)N/N=C/c2ccc(Cl)s2)c1C
  A = -0.1	B = -8	C = -107	D = .	E = .	F = 34	G = 13	H = -20

> CN1[C@H](C(=O)NC2Cc3ccccc3C2)[C@@H](CO)[C@@H]2Cn3c(ccc(-c4cncnc4)c3=O)[C@@H]21
  A = 0.0	B = 6	C = 1	D = 0.0	E = -4	F = 1	G = .	H = 10

> CCC(=O)N1CCCCN2[C@H](CO)[C@@H](c3ccc(-c4cccc(C(=O)N(C)C)c4)cc3)[C@H]2C1
  A = 0.2	B = -4	C = -7	D = 0.1	E = .	F = 1	G = .	H = -6

> O=C(c1ccc(COc2ccccc2Br)cc1)N1CCCCCC1
  A = -0.1	B = .	C = -22	D = 0.1	E = .	F = -6	G = 3	H = -5

> O=C(CCN1C(=O)/C(=C\c2ccccc2)SC1=S)NCCCN1CCOCC1
  A = 0.0	B = -2	C = -12	D = 3.5	E = 18	F = -6	G = -1	H = -17

> CCOc1ccc(CCNC(=O)C2CC=CCC2C(=O)OC(C)C)cc1OCC (configuration not stated)
  A = 0.0	B = -6	C = 9	D = -0.1	E = 0	F = 5	G = -10	H = 0

> Cc1ccc(NC(=O)c2c(NC(=O)CCC(=O)O)sc3c2CCCCC3)cc1
  A = 0.0	B = .	C = -70	D = .	E = .	F = -4	G = -3	H = -66

> CCNC(=S)Nc1cccc(S(=O)(=O)Nc2ccccc2OC)c1
  A = -0.2	B = .	C = -11	D = 0.0	E = -7	F = -4	G = 3	H = -8

> O=C(CNC(=O)c1sc2ccccc2c1Cl)NCc1ccc(F)cc1
  A = 0.0	B = 0	C = 0	D = -0.4	E = 2	F = 2	G = -7	H = -10

> CC1(C)c2ccccc2C(=O)c2ccccc21
  A = 0.1	B = 4	C = -17	D = 0.2	E = 13	F = -13	G = .	H = -54

> COc1cc(/C=C/C(=O)OCC(=O)NC(=O)NC(C)C)cc(OC)c1OC
  A = 0.0	B = 5	C = -3	D = .	E = -2	F = -3	G = .	H = -15

> CCOc1ccc(-c2cnc3ccccc3n2)cc1
  A = -0.1	B = 4	C = 77*	D = .	E = .	F = 0	G = -1	H = -1

> CC1CN(C(=O)c2cc3ccccc3cc2O)CC(C)O1 (configuration not stated)
  A = -0.1	B = 2	C = 2	D = 0.1	E = -5	F = 8	G = -4	H = 0

Entries shown so far with a thiophene ring, fused or not:
Key to letters – A = Xi reactivation; B = RAD54 inh; C = EWS-Fli block; D = E-selectin induc; E = esBAF inh; F = S100A4 MyoIIA; G = FN deposition inh; H = RAD52 anneal inh
> Cc1cccc(N(C(=O)CNC(=O)c2cccs2)C(C(=O)NC2CCCC2)c2ccncc2)c1 (configuration not stated)
  A = 0.2	B = 1	C = 0	D = -9.8	E = 3	F = 0	G = -1	H = -3

> CCN(CC)c1ccc(/C=N/NC(=O)Cc2cccs2)cc1
  A = 0.0	B = 0	C = -3	D = .	E = .	F = 8	G = 5	H = -13

> Cc1ccc(CN2CCC(c3cc(-c4cccs4)n[nH]3)CC2)cc1
  A = 0.1	B = -13	C = 1	D = -4.6	E = 1	F = -32	G = 0	H = -8

> Cc1ccc(C(=O)N2CCCC(N3CCN(c4cccc(C(F)(F)F)c4)CC3)C2)s1 (configuration not stated)
  A = 0.2	B = 8	C = 14	D = .	E = 0	F = 23	G = -3	H = -7

> Cc1scc(C(=O)N/N=C/c2ccc(Cl)s2)c1C
  A = -0.1	B = -8	C = -107	D = .	E = .	F = 34	G = 13	H = -20

> Cc1ccc(NC(=O)c2c(NC(=O)CCC(=O)O)sc3c2CCCCC3)cc1
  A = 0.0	B = .	C = -70	D = .	E = .	F = -4	G = -3	H = -66

> O=C(CNC(=O)c1sc2ccccc2c1Cl)NCc1ccc(F)cc1
  A = 0.0	B = 0	C = 0	D = -0.4	E = 2	F = 2	G = -7	H = -10
